Bioassay records deposited in PubChem by Broad Institute.
esBAF inh = inhibitors of esBAF chromatin remodeling in mouse ES cells; Bmi1-luciferase knock-in reporter, 24 h; 100% = twice the neutral-well signal; reporter increase, % at 12.5 µM; 350,000 tested, 2% active; AID 602393; in the data active means activation above about 40%;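 further: 0% = median of the plate's neutral control wells and 100% = double that signal; a rise in the Bmi1 reporter signal indicates esBAF inhibition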
miR122 inh = inhibitors of miR-122 in Huh7 cells | Huh7 miR-122 Renilla luciferase sensor, 48 h; neutral wells = 0, positive control = 100 | activation (reporter increase), % at 12.5 µM | 340,000 tested, 0.3% active;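 active means mean replicate activation score at least 90 and every replicate individually at or above 90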;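 further: higher luciferase means less miR-122 activity so hits act as miR-122 inhibitors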
Statin myotox sup = suppression of simvastatin myotoxicity | C2C12 myotubes + simvastatin, ATP luminescence, 48 h; scaled: DMSO 0, geranylgeraniol control 100 | rescue of ATP level, % at 7.49 µM | 330,000 tested, 0.78% active | AID 602340;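 active means mean ATP rescue above about 67%, or every replicate alone reaching that limit, limit read from the data, passing the limit was not always enough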;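 further: myotubes were challenged with 10 µM simvastatin during compound exposure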
Cneo AK release = causes C. neoformans cell lysis | 360,000 tested, 0.2% active | adenylate kinase release luminescence, 4 h; normalised: neutral wells 0, clomiphene wells 100 | lysis activity, % at 15 µM;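 active means mean lysis activity across replicates of at least 80%, whatever share of replicates individually reach that level; inactive means mean lysis activity below 80%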
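Material: C. neoformans cells; Schedule: 4 h static compound exposure, 37 °C, read 1 h post-reagent; Measured by: adenylate kinase release luminescence; Read-out: signal increase indicating cell lysis; Controls: Clomiphene as positive lysis control.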
SIRT5 block = sirtuin-5 (human) deacylase inhibition; Q9NXA8; Purified SirT5, succinyl-peptide AMC, trypsin-coupled fluorescence; inhibition, % at 15 µM; 330,000 tested, 1.1% active; AID 652115; in the data active means inhibition above about 15%
Target sequence (Q9NXA8 whole entry, looked up): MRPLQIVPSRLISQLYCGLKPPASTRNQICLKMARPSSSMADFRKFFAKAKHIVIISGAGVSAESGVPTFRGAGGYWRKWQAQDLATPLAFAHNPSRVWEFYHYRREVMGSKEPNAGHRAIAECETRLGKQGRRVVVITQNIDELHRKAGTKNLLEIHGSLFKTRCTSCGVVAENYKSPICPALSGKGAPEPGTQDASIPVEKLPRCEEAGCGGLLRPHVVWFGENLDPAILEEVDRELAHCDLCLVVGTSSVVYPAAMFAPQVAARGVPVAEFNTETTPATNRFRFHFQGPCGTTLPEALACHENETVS
ERp5 block = inhibitors of human ERp5. Q15084. ERp5 insulin aggregation, absorbance 650 nm, 90 min. inhibition, % at 9.99 µM. 350,000 tested, 0.05% active. AID 651711;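 active means mean replicate inhibition above about 25%, with every replicate also reaching it, limit read from the data, passing the limit was not always enough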
Target sequence (Q15084 whole entry, looked up): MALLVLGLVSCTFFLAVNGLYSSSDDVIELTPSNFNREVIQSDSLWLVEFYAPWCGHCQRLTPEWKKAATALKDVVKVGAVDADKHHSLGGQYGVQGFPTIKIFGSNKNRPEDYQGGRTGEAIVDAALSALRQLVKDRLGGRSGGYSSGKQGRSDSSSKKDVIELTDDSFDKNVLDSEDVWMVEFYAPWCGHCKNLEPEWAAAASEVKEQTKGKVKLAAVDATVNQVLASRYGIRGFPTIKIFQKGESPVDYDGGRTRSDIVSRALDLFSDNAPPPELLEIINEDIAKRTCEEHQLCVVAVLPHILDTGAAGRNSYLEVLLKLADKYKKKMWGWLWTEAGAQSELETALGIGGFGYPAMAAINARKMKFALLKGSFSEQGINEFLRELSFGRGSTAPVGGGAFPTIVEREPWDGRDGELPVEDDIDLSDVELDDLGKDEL
ARNT TACC3 PPI = disruptors of human ARNT/TACC3 interaction. Q9Y6A5. AlphaScreen His-ARNT PAS-B/GST-TACC3 binding, luminescence; TACC3 fragment carries E629A point mutation. inhibition, % at 9.99 µM. 390,000 tested, 0.66% active. AID 623870;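 active means mean inhibition of replicates at least 50% and at least half of replicates each reaching 50%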;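 further: 0% = complete ARNT plus TACC3 wells and 100% = ARNT alone without TACC3; many hits fall short of the cut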
The depositor's hits bear a star; · = no result given; [ ] = another dose, or the depositor's remark. Random draw from the library, and some 4% of all compounds hit somewhere here.

Preview (4 entries):
SMILES	esBAF inh	miR122 inh	Statin myotox sup	Cneo AK release	SIRT5 block	ERp5 block	ARNT TACC3 PPI
COc1cc(/C=N/n2cnn(Cc3ccccc3Cl)c2=S)cc(OC)c1OC	·	-3.5	·	·	-2.8	4.5	·
CCCNC(=O)[C@@]1(c2ccc([N+](=O)[O-])cc2)CC(=O)N(CC23CC4CC(CC(C4)C2)C3)[C@@H]1c1ccc(CO)cc1I	·	·	·	0.9	0.9	-3.8	·
CCCC#Cc1ccc2c(c1)O[C@H](CN(C)C(=O)CN(C)C)[C@H](C)CN([C@H](C)CO)S2(=O)=O	-2.1	-24.1[16.7 µM]	2.0	2.4	2.6	-3.0	-13.3
CN(C)c1ccc(C=C2SC(=S)N(Cc3ccco3)C2=O)cc1	-14.3	·	3.3	-1.2	-4.5	-5.3	·

The whole of this part, from the first entry:
SMILES	esBAF inh	miR122 inh	Statin myotox sup	Cneo AK release	SIRT5 block	ERp5 block	ARNT TACC3 PPI
COc1cc(/C=N/n2cnn(Cc3ccccc3Cl)c2=S)cc(OC)c1OC	·	-3.5	·	·	-2.8	4.5	·
CCCNC(=O)[C@@]1(c2ccc([N+](=O)[O-])cc2)CC(=O)N(CC23CC4CC(CC(C4)C2)C3)[C@@H]1c1ccc(CO)cc1I	·	·	·	0.9	0.9	-3.8	·
CCCC#Cc1ccc2c(c1)O[C@H](CN(C)C(=O)CN(C)C)[C@H](C)CN([C@H](C)CO)S2(=O)=O	-2.1	-24.1[16.7 µM]	2.0	2.4	2.6	-3.0	-13.3
CN(C)c1ccc(C=C2SC(=S)N(Cc3ccco3)C2=O)cc1	-14.3	·	3.3	-1.2	-4.5	-5.3	·
O=C1CCc2cc(S(=O)(=O)NCc3ccc(F)cc3)cc3c2N1CCC3	1.9	39.2	-8.9	·	0.7	1.5	19.2
COc1cccc(CNc2ccc(S(=O)(=O)N3CCCC3)cn2)c1	8.0	-1.4	-3.1	2.6	-1.8	·	2.1
C=CCOc1ccc(Br)cc1CNC(C)(C)CO	·	·	·	·	-3.0	5.4	-5.6
COC(=O)c1cc2sc(Cl)cc2n1CC(=O)Nc1ccc(OC)c(OC)c1OC	1.9	2.7	23.8	0.0	·	·	-12.5
CCC(C)n1c(SCC(=O)Nc2cc(C(C)(C)C)nn2-c2ccccc2)nc2ccccc2c1=O (stereo not drawn)	·	-3.1	·	-0.2	-3.5	1.6	-3.6
Cc1cc(O)c(C(C)C)cc1N=Cc1ccc([N+](=O)[O-])cc1	4.4	-3.4	11.0	·	-3.2	-6.0	·
Cc1nc(C)c(-c2csc(Nc3ccccn3)n2)s1	-60.7	·	-12.8	-4.1	-2.4	-0.7	10.5
O=C1CCN(C(=O)Nc2ccccc2)N1	4.9	-5.0	3.7	2.3	·	·	-7.7
CCOc1ccc(-c2nc(CSc3nnc(N)s3)cs2)cc1	49.1*	-3.5	9.2	-2.6	·	·	-3.9
CC(NC(=O)C1CC1)C(c1cccs1)N1CCN(c2ccccc2)CC1 (stereo not drawn)	-8.4	-6.4	4.6	3.0	3.7	-10.5	3.5
COc1cc([N+](=O)[O-])ccc1NC(=S)NCc1ccccn1	·	2.0	·	-6.6	·	·	-31.4
Cc1noc(C)c1NC(=O)Nc1ccc2c(c1)CC(=O)N([C@@H](C)CO)C[C@H](C)[C@H](CN(C)Cc1ccc3c(c1)OCO3)O2	-2.4	2.6[16.7 µM]	-3.3	-0.5	-1.7	-4.7	-1.7
COc1ccc(OC)c(NC(=O)COC(=O)c2ccc(OC)c(S(=O)(=O)N3CCOCC3)c2)c1	-2.4	·	1.9	4.3	-1.7	1.9	4.4
CCC(=O)c1ccc(OCC(=O)Nc2ccc(N3CCCCC3)cc2)cc1	-3.0	·	4.3	-0.7	1.7	-26.3	6.8
CCc1cc(-c2n[nH]c(=S)n2-c2ccccc2C)cs1	4.4	-2.8	·	-1.9	·	·	-14.8
Cc1cccc(C)c1OCc1cc(C(=O)N2CCN(C3CCCC3)CC2)no1	29.3	-2.2	7.0	1.0	-1.0	-15.6	2.6
O=C(N/N=C/c1c[nH]c2ccccc12)c1ccn[nH]1	·	·	·	·	5.7	-4.0	5.2
O=C(NCc1ccc(F)cc1)C1CCN(c2cnccn2)CC1	-3.3	·	0.8	·	0.3	4.2	16.1
CCC(CC)C(=O)N(C)c1c(C)nc2c(OCc3ccccc3OC)cccn12	-0.2	-1.3	-11.9	-0.2	·	3.9	·
Nc1nc(N2CCCCC2)nc2ccccc12	-5.5	·	-6.9	3.6	·	·	-4.6
CCOC(=O)Cc1csc(NC(=O)C2CCCN(S(=O)(=O)c3cnc[nH]3)C2)n1 (stereo not drawn)	-0.5	0.0	-2.2	4.3	·	8.0	-7.8

The closing two records of the part above are carried over, then new ones follow.
SMILES	esBAF inh	miR122 inh	Statin myotox sup	Cneo AK release	SIRT5 block	ERp5 block	ARNT TACC3 PPI
Nc1nc(N2CCCCC2)nc2ccccc12	-5.5	·	-6.9	3.6	·	·	-4.6
CCOC(=O)Cc1csc(NC(=O)C2CCCN(S(=O)(=O)c3cnc[nH]3)C2)n1 (stereo not drawn)	-0.5	0.0	-2.2	4.3	·	8.0	-7.8
Cc1cc(NC(=O)CSc2nc(=O)n3cccc(C)c3n2)no1	5.0	·	-5.2	0.6	-1.2	-0.7	-7.9
COc1ccc(S(=O)(=O)N2CCN(C)CC2)cc1NC(=O)c1ccccc1	4.2	-2.1	-9.1	11.5	4.6	3.1	11.0
COc1ccc(NC(=O)Cn2c(C)cc(=O)c3ccccc32)cc1	-27.0	-12.0	-7.8	-0.3	-4.6	3.2	-2.1
CN(C)S(=O)(=O)c1ccc(Cl)c(NC(=O)CSc2nnnn2-c2ccc(O)cc2)c1	·	·	·	·	0.2	0.7	1.6
C1CC1Cc1noc(CN2CCN(C3C4CC5CC(C4)CC3C5)CC2)n1 (stereo not drawn)	·	·	·	·	2.7	6.2	-1.8
O=C(O)/C=C/C(=O)Nc1c(F)cccc1F	2.1	2.4	7.1	8.1	-0.6	1.7	-15.3
CNC[C@@H]1Oc2ccc(NC(=O)Nc3ccc4c(c3)OCO4)cc2C(=O)N([C@H](C)CO)C[C@@H]1C	0.4	-1.6[16.7 µM]	-9.2	-6.2	-0.5	6.8	9.0
CC1(CCc2ccccc2)NC(=S)N(c2ccccc2)N1 (stereo not drawn)	·	·	·	·	-1.7	1.4	21.3
C[C@@H]1CN([C@@H](C)CO)C(=O)c2cc(NC(=O)CCCN(C)C)ccc2O[C@H]1CN(C)S(=O)(=O)c1ccc(F)cc1	-2.7	-1.5[16.7 µM]	-7.9	-2.3	-2.4	1.9	-7.7
Cc1cc(C)cc(NC(=O)Nc2ccc3c(c2)C(=O)N(C)[C@@H]2CC[C@@H](CC(=O)O)O[C@@H]2CO3)c1	-4.6	-6.7[16.7 µM]	12.4	1.6	·	·	1.1
Cc1ccc(Cn2ccsc2=NC(=O)COC(=O)C(C)C)cc1	21.3	-9.1	-42.5	0.5	-2.1	5.0	2.0
COc1ccc(S(=O)(=O)Nc2ccc3c(c2)C(=O)N([C@@H](C)CO)C[C@@H](C)[C@H](CN(C)C(=O)c2ccccc2)OCCCC[C@@H](C)O3)cc1	7.1	-8.4[16.7 µM]	113.1*	-0.9	-1.1	-1.6	-3.9
CCOc1ccc(N2C(=O)CC(N3CCN(c4ccc(C(=O)c5ccncc5)cc4)CC3)C2=O)cc1 (stereo not drawn)	-4.5	-0.3	6.8	-3.8	·	·	-1.7
O=C(NNC(=O)c1sc2ccccc2c1Cl)Nc1ccc(Cl)cc1	-9.8	·	11.7	4.0	0.5	-2.9	-4.6
N#Cc1cn(-c2ccccc2)nc1-c1ccccc1	13.2	4.6	-5.2	·	-0.2	3.0	·
CC(=O)Oc1ccccc1C(=O)N1CCN(S(=O)(=O)c2ccc3ccccc3c2)CC1	4.3	18.0	6.2	-1.6	-0.5	2.0	-1.8
COc1ccc(CN2CCC(CO)(Cc3ccccc3)CC2)cc1Cn1cccn1	·	·	·	·	0.2	-0.4	4.4
Cc1ccccc1-n1c(SCC(=O)NC2CCS(=O)(=O)C2)nc2ccccc2c1=O (stereo not drawn)	1.4	6.1	10.2	2.1	6.3	2.7	-2.2
CNc1c(NC(=O)COc2ccc(Cl)cc2)c(=O)oc2ccccc12	21.3	-0.6	1.4	-1.8	0.7	-2.0	-2.1
CC(O)CNc1nc(N)[nH]c(=O)c1N=Nc1ccccc1 (stereo not drawn)	-0.9	6.5	1.5	-0.2	-0.3	6.8	10.6
CN(C)S(=O)(=O)c1ccc(N2CCCC2)c(C(=O)NCc2ccccc2)c1	-7.0	-5.0	·	1.2	·	·	-8.8
CCOC(=O)N1CCC(NC(=O)CCC(=O)N2CC(C)Oc3ccc(C)cc32)CC1 (stereo not drawn)	·	1.8	·	3.9	·	·	-0.2
CC(C)C[C@H](NC(=O)N1c2ccccc2NC(=O)[C@@H]1C(C)C)C(=O)N[C@@H](Cc1ccccc1)C(=O)O	-3.6	-3.9	10.0	-1.7	·	1.2	-15.6
C[C@@H]1CN([C@@H](C)CO)C(=O)c2cc(NC(=O)Cc3cn(C)c4ccccc34)ccc2O[C@H]1CN(C)Cc1ccc(Oc2ccccc2)cc1	1.6	-7.4[16.7 µM]	·	0.1	10.1	6.0	19.9
Cc1ccccc1C(=O)Nc1ccc(C(=O)NNC(=O)CCCOc2ccc(Cl)cc2Cl)cc1	-1.7	3.4	-0.7	4.9	·	·	-1.8

Next entries follow:
SMILES	esBAF inh	miR122 inh	Statin myotox sup	Cneo AK release	SIRT5 block	ERp5 block	ARNT TACC3 PPI
CCc1ccc(N/C(N)=N/c2nc(CSc3ccccn3)cc(=O)[nH]2)cc1	·	-1.2	·	-0.2	-5.9	6.7	·
COCCNC(=O)CN1N=C(c2ccc(C)cc2)CCC1=O	-5.5	-4.5	0.1	-0.4	-0.1	-1.9	-5.1
CSc1ccc(C(=O)C2CCCN(C(=O)c3csc(C(C)=O)c3)C2)cc1 (stereo not drawn)	·	·	·	·	9.0	2.6	-7.4
C=CCN(CC=C)Cc1cc(=O)n2c(-c3ccccc3)csc2n1	2.9	·	13.6	-5.6	2.9	-2.5	-2.3
Cn1c(SCC(=O)OC2CCCCC2)nnc1-c1ccc2c(c1)OCO2	-11.8	-3.8	-24.1	3.3	·	·	-11.1
Cn1c(N)c(C(=O)COC(=O)/C=C/c2ccc(Cl)cc2Cl)c(=O)n(C)c1=O	11.7	-3.6	0.6	-1.2	·	5.5	·
c1ccc(CSc2ccc3nnc(-c4ccccn4)n3n2)cc1	·	·	·	·	-1.6	-2.4	19.4
CCN1CCN(c2ccc(S(=O)(=O)N3CCOCC3)cc2NC(=O)c2ccc(Cl)cc2Cl)CC1	-5.9	0.8	-23.0	-2.2	-0.6	-5.5	4.7
CCOC(=O)C1CCN(CC(O)COC(CC)c2ccccc2)CC1 (stereo not drawn)	-7.7	-5.4	-0.5	11.3	0.0	-3.0	-4.6
CCCNC(=O)Nc1ccc2c(c1)C(=O)N(C)C[C@@H](OC)[C@H](C)CN(Cc1ccccc1)[C@@H](C)CO2	3.4	9.1[16.7 µM]	4.5	·	·	·	·
CC1(C(=O)Nc2ccc3c(c2)OCO3)Cc2c(-c3cccc(C(F)(F)F)c3)ccnc2O1 (stereo not drawn)	3.5	-5.0	-35.5	1.2	-2.2	3.4	·
Cc1ccccc1NC(=O)CN1CCc2ccccc2C1	2.0	-2.0	15.8	3.9	-3.9	0.3	-9.1
O=C(Nc1ccc(Cl)cc1)N[C@@H]1CC[C@@H](CCn2cc(-c3ccccc3F)nn2)O[C@H]1CO	17.7	·	-1.7	2.2	1.4	1.4	-1.1
COc1ccc(NC(=O)Nc2ccc3c(c2)C(=O)N([C@H](C)CO)C[C@@H](C)[C@H](CN(C)S(C)(=O)=O)OCCCC[C@@H](C)O3)cc1	0.6	6.5[16.7 µM]	·	-1.5	3.9	-3.5	28.8
COc1cccc(C2=NOC(C(=O)NC3CCCCC3)C2)c1 (stereo not drawn)	4.6	·	0.8	0.2	·	·	-9.3
O=C(C1CC(=O)N(c2ccc3c(c2)OCCO3)C1)N1CCN(S(=O)(=O)c2ccccc2F)CC1 (stereo not drawn)	-48.9	·	5.4	-0.9	-2.8	-1.4	-6.1
Cn1c(=O)c2c(nc(N3CCCCCC3)n2Cc2cccc3ccccc23)n(C)c1=O	4.7	-3.1	64.2	0.4	·	·	2.8
